Compound activity: PubChem, several laboratories
Rad51 HR inh: blocks human Rad51 in homologous recombination; actives 0.085% (n = 200,000); Q06609; hRad51 DNA strand exchange, fluorescence dequenching; AID 1385; inhibition, % at 10 µM;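 active = inhibition above 40% at the single screening dose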;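 also: 0% = DMSO control wells and 100% = blanks with heterologous ssDNA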
Target sequence (Q06609 whole entry, looked up): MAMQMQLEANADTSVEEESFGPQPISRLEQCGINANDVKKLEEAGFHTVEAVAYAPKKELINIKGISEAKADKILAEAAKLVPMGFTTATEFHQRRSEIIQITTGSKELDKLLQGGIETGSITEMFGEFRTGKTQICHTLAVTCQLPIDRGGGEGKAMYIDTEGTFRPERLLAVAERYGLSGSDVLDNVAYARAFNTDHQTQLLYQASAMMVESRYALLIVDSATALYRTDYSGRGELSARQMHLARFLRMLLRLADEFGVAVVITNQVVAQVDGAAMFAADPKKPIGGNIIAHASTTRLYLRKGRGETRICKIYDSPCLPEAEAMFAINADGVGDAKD
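Material: Human Rad51 nucleoprotein filaments preassembled on unlabelled ssDNA | Also added: Labelled 47-mer dsDNA for strand exchange | Dosing: Single dose, 10 µM final compound | Schedule: 30-min compound preincubation and 15-min exchange, both room temperature | Technique: Fluorescence dequenching at 485/520 nm | Measure: Percent inhibition relative to plate controls and blanks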
hK5 inh: inhibitors of human kallikrein 5 | actives 0.59% (n = 210,000) | recombinant hK5, fluorogenic AMC substrate cleavage | Q9Y337 | inhibition, % at 5 µM;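 active = inhibition of 40% or more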;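 also: 0% = enzyme controls without compound and 100% = no-enzyme blanks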
eIF4E 4G PPI: blocks eIF4E binding to eIF4G; P63073+Q04637; TR-FRET eIF4E-eIF4GI(517-606) binding, 2 h; inhibition, % at 21.7 µM; actives 0.37% (n = 220,000); AID 782;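 active = inhibition above about 30%, limit read from the data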;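 also: 0% = full FRET control wells and 100% = background wells lacking eIF4GI fragment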
p97 inhibitor: blocks human p97 ATPase activity | P55072 | recombinant p97 ATPase, Kinase-Glo ATP luminescence, 3 h | inhibition, % at 8 µM | actives 0.42% (n = 220,000) | AID 1481; in the data active = inhibition above about 15%;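 also: 0% = DMSO vehicle and 100% = wells lacking enzyme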
14-3-3 Bad inh: disrupts binding of bovine 14-3-3 zeta to phospho-Bad peptide. P63103. TR-FRET 14-3-3zeta/Dy647-pBad peptide displacement, 1 h. inhibition, % at 21.7 µM. actives 0.71% (n = 220,000);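 active = inhibition above about 70%, limit read from the data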;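 also: 0% = full 14-3-3 plus peptide FRET controls and 100% = background without 14-3-3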
FXIIa inh: inhibitors of human coagulation factor XIIa; P00748; purified FXIIa, Boc-QGR-AMC fluorogenic substrate, 2 h; inhibition, % at 5 µM; actives 0.3% (n = 220,000); AID 800; in the data active = inhibition above about 40%;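 also: 0% = enzyme with no compound and 100% = blank without enzyme; many of its hits are not listed in these tables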
FXIa inh: factor XIa (human) inhibition. P03951. inhibition, % at 5 µM. actives 0.14% (n = 220,000). purified FXIa, Boc-Glu-Ala-Arg-AMC fluorogenic substrate;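 active = inhibition of at least 40%; inactive = inhibition below 40%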;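 also: fluorescence of freed AMC excited at 355 nm; 0% = enzyme without compound and 100% = no enzyme blank; many of its hits are not listed in these tables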
Target sequence (P03951 19-387 limits assumed): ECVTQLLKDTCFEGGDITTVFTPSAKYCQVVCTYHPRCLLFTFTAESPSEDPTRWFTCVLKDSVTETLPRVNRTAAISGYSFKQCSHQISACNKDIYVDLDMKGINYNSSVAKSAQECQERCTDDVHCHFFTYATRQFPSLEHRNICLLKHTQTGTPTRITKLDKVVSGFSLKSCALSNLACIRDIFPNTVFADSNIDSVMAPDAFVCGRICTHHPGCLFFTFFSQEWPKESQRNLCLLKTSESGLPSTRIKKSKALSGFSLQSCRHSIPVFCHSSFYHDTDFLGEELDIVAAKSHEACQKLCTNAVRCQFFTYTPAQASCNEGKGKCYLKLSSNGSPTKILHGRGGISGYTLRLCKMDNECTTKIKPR
Target sequence (P03951 388-625 limits assumed): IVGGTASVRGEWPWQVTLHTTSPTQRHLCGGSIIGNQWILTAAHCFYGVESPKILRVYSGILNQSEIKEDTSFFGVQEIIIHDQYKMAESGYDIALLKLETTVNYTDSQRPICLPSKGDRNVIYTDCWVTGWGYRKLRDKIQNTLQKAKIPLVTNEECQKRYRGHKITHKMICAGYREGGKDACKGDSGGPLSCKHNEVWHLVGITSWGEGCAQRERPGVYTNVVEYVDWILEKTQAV
Mdm2 ligase inh: Mdm2 E3 ligase (human) inhibition; Q00987; cell-based MDM2 ubiquitination luciferase reporter, 2 h; 0 = plate control, 100 = twice control, blank-subtracted; signal enhancement, % at 5 µM; actives 0.11% (n = 210,000);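 active = signal enhancement of 30% or more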;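 also: luminescence tracks abundance of the self-degrading MDM2-luciferase fusion protein; higher signal means inhibition of MDM2 E3 ligase activity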
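Assay system: mammalian cells stably expressing self-ubiquitinating, self-degrading MDM2 E3–luciferase fusion. Quantity: 2000 cells in each well. Medium: DMEM culture medium. Compound dosing: single-point 5 µM. Timing: cell settling 4 h, compound treatment 2 h, both 37 °C. Technique: luciferase luminescence. Read-out basis: percent signal gain over controls, blank-subtracted. Benchmarks: plate controls and plate blanks.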
Wee1 stabilizer: human Wee1 degradation inhibition, primary screen; HeLa Luc-Wee1K328M stability, luciferase luminescence; 100% = proteasome inhibitor MG132 effect; reporter increase, % at 5 µM; actives 1.2% (n = 220,000); AID 1321;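 active = activation above the mean of all tested compounds plus 3 SD, set per screening run, cut at about 8.8% in these data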;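 also: cells exposed to compound for 20 h before luminescence read; 0% = DMSO alone and 100% = MG132 at 30 µM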
* = called active by the depositor; nt = no result given; & = joins results of further samples; [ ] = another dose, or the depositor's remark.

SMILES	Rad51 HR inh	hK5 inh	eIF4E 4G PPI	p97 inhibitor	14-3-3 Bad inh	FXIIa inh	FXIa inh	Mdm2 ligase inh	Wee1 stabilizer
CC1=Nc2ccccc2N=C(N)C1c1ccccc1 (stereo not drawn)	8	-2	-1	-16	-12	nt	-3	-1	-1
CCOC(=O)c1c(NS(C)(=O)=O)sc2c1CCC(C)C2 (stereo not drawn)	89*	-12	-1	1	-16	9	1	-11	0
Cc1ccc(Cl)cc1NC(=O)C(=O)N1CCCCC1	-7	0	4	4	-21	3	-4	4	-2
CCOC(=O)C[n+]1c(C)ccc2c1CCC2	2	-15	-3	0	3	19	6	nt	-1
CCN(C1=NS(=O)(=O)c2ccccc21)N(CC)S(=O)(=O)c1ccc(C)cc1	2	-18	-8	-2	-8	-2	-6	-13	1
O=C(CSc1nc(-c2cccs2)cc(C(F)(F)F)n1)Nc1cc(OCC(F)(F)F)cc([N+](=O)[O-])c1	nt	-15	6[fluorescence artefact?]	1	8[fluorescence artefact?]	8	2	-7	0
Cc1nn(CC2CC2)c(=O)n1-c1ccc(F)cc1	-27	3	2	2	-1	4	1	-9	-2
O=C(NCCN1CCOCC1)c1cccnc1SCc1ccccc1Cl	-11	-4	0	2	-16	10	1	-7	-1
O=C1CC(c2ccccc2)CC(O)=C1C=NCCCN1CCOCC1 (stereo not drawn)	-5	-24	3	-2	9	13	7	3	-2
CC(=O)Nc1ccc(N/C=C2/CCCC2=O)cc1	1	0	-1	5	-4	0	-1	-14	4
Cc1ccc(/C(O)=C/c2nc3cc(C)ccc3oc2=O)cc1	-225	4	2	8	-5	2	-5	-13	-1
Cc1occc1C(=O)Nc1cccc(C(=O)NCc2ccccc2)c1	8	0	2	-1	-5	3	-7	-8	1
CN1C(=O)COc2ccc(C(=O)c3oc4ccccc4c3-c3cnc4c(c3)COc3ccccc3-4)cc21	5	-4	2	-10	-20	16	10	3	0
O=C(OCc1nc2ccccc2s1)[C@@H]1CCCN1S(=O)(=O)c1ccccc1F	8	-1	3[fluorescence artefact?]	-7	7[fluorescence artefact?]	4	-22	1	3
COc1cc2c(cc1OC)-c1nnc(-c3cccs3)n1C1(CCCC1)C2	nt	5	-2	-2	12	16	13	-11	-1
O=C(Nc1ccc(Cl)cc1)Nc1ccc(N2CCC(C(F)(F)F)CC2)nc1	-4	19	-10	1	-1	5	0	-12	2
Cc1cc(C(=O)N/N=C/c2cc(Cl)cc([N+](=O)[O-])c2O)n[nH]1	5	-12	0	5	-4	2	1	-9	0
CCCCCc1cc(=O)oc2c(C(CCN3CCCCC3)c3ccc(OC)cc3)c(OC)cc(OC)c12 (stereo not drawn)	6	-2	-6	nt	-3	1	-4	4	nt
O=c1c2ccccc2nc(-c2ccccc2Cl)n1O	-21	-7	1	3	-8	9	0	-1	-3
Cc1nn(-c2ccc(Cl)nn2)c(=O)c2ccccc12	9	-2	3	-2	-1	4	-5	21	1
CC(C)Cc1cc(C(=O)Nc2ccc(Br)cc2)no1	-25	6	-3	5	2	14	2	-9	0
NNC(=O)C(=O)Nc1ccc(O)cc1	12	-5	3	-10	1	1	-6	6	4
CCOC(=O)C1CCN(C(=O)C2CCN(S(=O)(=O)c3c(C)noc3C)CC2)CC1	2	-59	-6	-1	8	9	0	nt	-1
O=C(CCCN1C(=O)c2ccccc2C1=O)NC1CCCCCC1	9	-2	2	2	-12	6	-1	nt	-1
CC1(C)Nc2ccc(O)cc2-c2c1ssc2=S	-4	4	0[fluorescence artefact?]	9	-1[fluorescence artefact?]	0	3	-1	2
CC1(C#CC[N+]2(C)CCCCC2)CCC2C(O1)c1ccccc1OC2(C)C (stereo not drawn)	-6	-6	7	2	42	7	-5	-11	-1
Cc1c(/C=N/NC(=O)COc2ccccc2[N+](=O)[O-])c2ccccc2n1C	-15	-19	-1	1	-4	2	-4	-9	2
CCC(=O)Nc1c(S(=O)(=O)c2ccccc2)c2nc3ccccc3nc2n1Cc1ccccc1	6	-19	13[fluorescence artefact?]	2	6	6	8	8	-1
COc1cccc(-c2nc(S(=O)(=O)c3ccccc3)c(N3CCOCC3)o2)c1	-1	-5	-5	-2	-9	-1	-6	-5	2
COc1cc(SC)ccc1C(=O)NCCOc1c(C)cc(C)cc1C	-5	-17	-14	-5	-3	4	-5	4	-1
CCOc1ccccc1OCCCOc1ccc(C)cc1Br	nt	-5	3	-3	4	18	4	-19	-3
CC(C)(C)C(=O)O/N=C(\N)c1ccc(Oc2cc(Cl)cc(Cl)c2)c([N+](=O)[O-])c1	15	4	-1	3	1	8	5	-13	2
CCc1ccc(-n2c(SCC(=O)N3Cc4ccccc4CC3C(=O)O)nnc2-c2ccncc2)cc1 (stereo not drawn)	nt	1	0	4	-3	13	5	-9	0
CCOC(=O)c1c(C)[nH]c(C(=O)COC(=O)c2ccccc2NC(=O)c2ccco2)c1C	8	-8	-12	-3	-8	14	1	5	0
C=C1CSc2nc(=O)c3c4c(sc3n21)CCCC4	-9	14	6	7	-5	17	-6	-11	3
CNC(=S)N(Cc1ccco1)Cc1cc2cc3c(cc2[nH]c1=O)OCCO3	-4	-7	-3	0	0	5	8	-8	-3
CCC(Sc1nc2cc(OC)c(OC)cc2c(=O)n1CCc1ccc(OC)c(OC)c1)C(=O)NCCOC (stereo not drawn)	-7	0	2	0	-6	8	-1	5	-1
COc1cc(Br)c(C(C)NC(=O)c2ccccc2)cc1OC (stereo not drawn)	-9	1	nt	2	nt	14	5	-3	-1
CC(=O)c1nnn(-c2ccc(Cl)cc2C#N)c1C	15	2	2	11	-1	5	9	-11	6
C/C(CCN1CCCCc2nc(C)c(C)cc21)=N\OC[C@@H](O)[C@H]1O[C@@H]2OC(C)(C)O[C@@H]2[C@H]1O	0	-1	3	-2	-3	9	0	nt	-3
O=C(C1CC(c2ccc(F)cc2)=NO1)N1CCCc2ccccc21 (stereo not drawn)	-6	-7	1	-4	-7	8	-2	-12	1
CC(C)CC(NC(=O)C1CCC(C)CC1)C(=O)NCc1ccco1 (stereo not drawn)	-7	-20	3	-1	-3	4	-6	-8	-1
CCCCNCCCOc1cccc(Cl)c1	3	-1	4	6	4	4	4	2	-1
O=C(CSCSCC(=O)NCC1CCCO1)NCC1CCCO1 (stereo not drawn)	-7	-25	4	-6	-11	0	-9	-5	0
CC1CCCCC1NC(=O)COC(=O)COc1ccc(Cl)cc1 (stereo not drawn)	-7	4	3	0	3[fluorescence artefact?]	0	-4	-8	-1
COCCn1c(-c2ccsc2)nc2c1c(=O)[nH]c(=O)n2CC(C)C	3	-20	-2	1	4	7	-4	-6	2
COCCN(CC(=O)NC1CCCCC1)C(=O)c1csnn1	-5	37	7[fluorescence artefact?]	-1	-1	5	-7	-21	-1
O=C(NC1CCN(Cc2ccccc2)CC1)c1ccc(Cn2c(=S)[nH]c3ccc(N4CCOCC4)cc3c2=O)cc1	29	-20	-5	2	26	-8	-6	-14	-1
CCCn1nc(NS(C)(=O)=O)c2cc3cccc(C)c3nc21	0	-3	-16[fluorescence artefact?]	0	-10	9	-8	-17	-1
O=C(COc1ccccc1)Nc1nn[nH]n1	nt	-8	-1	6	52	7	-5	-14	5
Cc1nn(Cc2c(F)c(F)c(F)c(F)c2F)c(C)c1NC(=O)c1ccc(COc2cc(Cl)ccc2Cl)cc1	2	17	-6	-7	-4	30	5	-10	0
COc1cccc(C(CC(=O)NCCN2CCOCC2)NS(=O)(=O)c2ccc(C)cc2)c1OC (stereo not drawn)	-7	-22	2[fluorescence artefact?]	2	-1[fluorescence artefact?]	9	-8	-13	0
CC(C)NC(=O)NC(=O)COC(=O)c1ccccc1Oc1ccccc1	-1	-2	nt	-5	nt	25	19	-20	1
COc1ccc(/C(O)=C2/C(=O)C(=O)N(CCN(C)C)C2c2cccnc2)cc1OC (stereo not drawn)	8	-1	5	5	-4	4	2	-11	0
CC(=O)OCC1=C(C(=O)O)N2C(=O)[C@@H](NC(=O)Cc3cccs3)[C@H]2SC1	-8&-4	-25	13	-3	69	-2	-3	nt	0
COc1ccc(-n2c(Cn3nnc4ccccc43)n[nH]c2=S)cc1	-16	-8	16	3	2	5	3	2	3

Entries above with an NH in an aromatic ring, in the order listed:
SMILES	Rad51 HR inh	hK5 inh	eIF4E 4G PPI	p97 inhibitor	14-3-3 Bad inh	FXIIa inh	FXIa inh	Mdm2 ligase inh	Wee1 stabilizer
Cc1cc(C(=O)N/N=C/c2cc(Cl)cc([N+](=O)[O-])c2O)n[nH]1	5	-12	0	5	-4	2	1	-9	0
CCOC(=O)c1c(C)[nH]c(C(=O)COC(=O)c2ccccc2NC(=O)c2ccco2)c1C	8	-8	-12	-3	-8	14	1	5	0
CNC(=S)N(Cc1ccco1)Cc1cc2cc3c(cc2[nH]c1=O)OCCO3	-4	-7	-3	0	0	5	8	-8	-3
COCCn1c(-c2ccsc2)nc2c1c(=O)[nH]c(=O)n2CC(C)C	3	-20	-2	1	4	7	-4	-6	2
O=C(NC1CCN(Cc2ccccc2)CC1)c1ccc(Cn2c(=S)[nH]c3ccc(N4CCOCC4)cc3c2=O)cc1	29	-20	-5	2	26	-8	-6	-14	-1
O=C(COc1ccccc1)Nc1nn[nH]n1	nt	-8	-1	6	52	7	-5	-14	5
COc1ccc(-n2c(Cn3nnc4ccccc43)n[nH]c2=S)cc1	-16	-8	16	3	2	5	3	2	3
